Screening results: PubChem BioAssay, National Center for Advancing Translational Sciences (NCATS)
KB-V1 MDR tox: KB-V1 MDR subline cytotoxicity; Potency, µM (highest dose often 46.1 µM), inactives show at the highest dose activity change, negative = cytotoxicity, usual class: cytotoxic; KB-V1 MDR cells viability, CellTiter-Glo, 72 h; 400,000 compounds, 3.4% hits; AID 1347076; further: potency means the concentration at half of the fitted maximal effect; on the % scale 0 is the no-effect control and ±100 the full control effect; nearly all actives have a fitted effect of over 60% in size
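Cytotoxicity via CellTiter-Glo luminescence after 72 h compound exposure at 37 degrees C. Cells: drug-selected KB-V1 line, DMEM phenol-red free plus 10% FBS. Compounds tested at multiple concentrations; normalized data fitted to concentration-effect curves.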
SW480 rereplic: induces DNA re-replication in SW480 colon adenocarcinoma cells; SW480 DNA re-replication, Hoechst DNA content imaging, 48 h; Potency, µM (titrated, usually from 46.1 µM), for inactives: at the highest dose re-replication activation, most hits filed as activators; 340,000 compounds, 1.8% hits; AID 624297; further: potency means the concentration at half of the fitted maximal effect; % of control where 0% means no effect; nearly all actives have a fitted effect of over 55% in size
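Per well, 250 cells were exposed to pinned compound for 48 hr. Nuclear DNA was visualised with Hoechst (40 min, 37 C) and total object intensity recorded by fluorescence scanning.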
HT1080 IDH1KD tx: kills HT-1080 cells with IDH1 knockdown | 360,000 compounds, 2% hits | HT-1080 IDH1 knockdown viability, ATP luminescence, 48 h | Potency, µM (highest dose often 46.1 µM), for inactives: at the highest dose activity, negative = toxicity, most hits filed as cytotoxic | AID 686971;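 further: potency means the concentration at half of the fitted maximal effect; 0% = DMSO wells and -100% = cell-free medium wells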
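% activity derives from luminescence (CellTiter-Glo), normalised to DMSO and no-cell wells. HT-1080-IDH1KD cells, 750/well, had 48 h compound exposure at 37 °C.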
KB-3-1 cytotox: kills parental KB-3-1 adenocarcinoma cells; KB-3-1 viability, CellTiter-Glo ATP luminescence, 72 h; Potency, µM (series often up to 46.1 µM), for inactives: top-dose activity change, negative = cytotoxic, usual class: cytotoxic; 400,000 compounds, 1.4% hits; further: potency means the concentration at half of the fitted maximal effect; on the % scale 0 is the no-effect control and ±100 the full control effect; nearly all actives have a fitted effect of over 60% in size
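Cytotoxicity in the drug-sensitive parental line KB-3-1 was scored as loss of CellTiter-Glo luminescence following 72 h incubation with compound. Values come from curve fitting of normalized concentration-response data.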
HT1080NT lethal: kills 2HG-producing HT-1080-NT fibrosarcoma cells | HT-1080-NT fibrosarcoma viability, CellTiter-Glo ATP luminescence, 48 h | Potency, µM (doses to about 46.1 µM), for the others: top-dose activity, negative = less viability, hits mostly cytotoxic | 360,000 compounds, 1.6% hits;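 further: NT is the 2HG producing partner of a matched IDH1 knockdown line; potency means the concentration at half of the fitted maximal effect; 0% = DMSO-treated cells and -100% = media-only wells without cells; nearly all actives have a fitted effect of over 55% in size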
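Read-out is CellTiter-Glo luminescence after 10 minutes at room temperature, following 48 hours' compound treatment of HT-1080-NT cells (750 cells/well, RPMI, 5% FBS, 37 degrees C).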
IL-1B inflam inh: inhibitors of inflammasome signaling (IL-1 beta secretion); activity change, % at 57.5 µM; THP-1 LPS/ATP IL-1B secretion, AlphaLISA, 16 h; hits give low values; 360,000 compounds, 4.7% hits; in the data active means activity change below about -50%; inconclusive means mostly about -30% to -49%; further: on the % scale 0 is the no-effect control and ±100 the full control effect
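Secreted IL-1B measured by AlphaLISA bead assay after 16 h compound exposure of THP-1 cells; compounds (final up to 57.5 uM) added 1 h before LPS (250 ng/mL) and ATP (1.25 mM) stimulation; lower signal means less secretion.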
DRD3 agonist: activates the human D3 dopamine receptor | P35462 | D3R DiscoveRx beta-arrestin cells, luminescence, 90 min | max activation, % | 410,000 compounds, 0.58% hits; in the data active means max activation above about 30%; further: 0% is about no effect; mostly tested at two doses, the higher about 12 µM
Target sequence (P35462 whole entry, looked up): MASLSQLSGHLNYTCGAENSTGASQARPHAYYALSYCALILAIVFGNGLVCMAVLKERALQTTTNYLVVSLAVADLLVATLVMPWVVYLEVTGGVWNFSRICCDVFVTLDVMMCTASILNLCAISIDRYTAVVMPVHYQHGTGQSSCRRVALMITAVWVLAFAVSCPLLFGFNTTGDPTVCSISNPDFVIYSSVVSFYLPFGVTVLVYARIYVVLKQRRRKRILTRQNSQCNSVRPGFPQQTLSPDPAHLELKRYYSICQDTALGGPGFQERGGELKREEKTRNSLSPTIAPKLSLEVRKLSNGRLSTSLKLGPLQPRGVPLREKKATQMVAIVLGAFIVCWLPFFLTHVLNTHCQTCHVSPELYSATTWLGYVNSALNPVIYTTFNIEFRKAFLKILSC
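Agonist-mode cell screen: cells plated at 1500/well and incubated overnight at 37 °C, then exposed to library compounds for 90 min at 37 °C. Detection reagent was added for 30–60 min at room temperature, and luminescence was read.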
HEK293 tox: cytotoxicity counter-screen for GLP-1 receptor inverse agonists | HEK293 cAMP-luciferase reporter cells, luminescence, 24 h | Potency, µM (highest dose often 38.3 µM), inactives show top-dose activity change, negative = inhibition, most hits filed as inhibitors | 410,000 compounds, 0.13% hits;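 further: loss of luciferase light is scored as toxicity; potency means the concentration at half of the fitted maximal effect; on the % scale 0 is the no-effect control and ±100 the full control effect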
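Compound-treated cells are incubated 24 hr at 37 deg C under 5% CO2 after a 12 hour attachment period, then luciferase detection reagent is added and luminescence is measured following 12 min at room temperature; lowered signal indicates toxicity.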
MCF10A rereplic: induces DNA re-replication in MCF 10a normal breast cells; MCF 10A DNA re-replication, Hoechst nuclear intensity, 48 h; Potency, µM (highest dose often 46.1 µM), for the others: at the top dose activity, positive = re-replication, most hits filed as activators; 350,000 compounds, 2.9% hits; further: potency means the concentration at half of the fitted maximal effect; % of control where 0% means no effect; nearly all actives have a fitted effect of over 50% in size
Numbers without * were called inactive; ? = inconclusive; nt = no result given; [ ] = another dose, or the depositor's remark. Unless noted, the call rests on the fitted dose curve; in most records, active means well fitted curve in the direction sought with a large enough effect; inconclusive means small, poorly fitted or top-dose-only effect, or another doubt; inactive means no such curve, though single readings can be large; an effect the other way counts as inactive or inconclusive.

Value order – KB-V1 MDR tox, SW480 rereplic, HT1080 IDH1KD tx, KB-3-1 cytotox, HT1080NT lethal, IL-1B inflam inh, DRD3 agonist, HEK293 tox, MCF10A rereplic
> COc1ccc(-c2cc(C(F)F)n3ncc(C(=O)N4CCN(C)CC4)c3n2)cc1
→ -16.1%, 16.5%, 0.1%, -1.7%, -2.1%, ?, -0.8, 14.5%, 16.8%
> CCCN(CC(=O)Nc1cc(Cl)ccc1Cl)C(=O)/C=C/c1cc(OC)ccc1OC
→ 3.6%, ?, -6.5%, -15.5%, -1.4%, -6.0, 3.1, 0.4%, 20.6µM*
> CCCNC(=O)C(Cc1ccccc1C)NC(=O)c1ccc(C(F)(F)F)cc1 (stereo not drawn)
→ -13.9%, -1.1%, 11.1%, 9.4%, 12.2%, 24.1, 4.7, -0.7%, -3.2%
> O=C(N/N=C/c1ccccn1)c1cc(Br)ccc1O
→ -12.8%, 4.11µM*, ?, -16.6%, -20.4%, 117.7, -9.2, ?, ?
> S=C(Nc1ccccn1)Nc1ccccc1Cl
→ ?, -0.5%, -8.3%, -27.7%, 0.4%, 35.5, 1.2, 6.31µM*, 6.2%
> O=C(COC(=O)c1cc(=O)c2ccccc2o1)NCc1ccccc1
→ 6.6%, ?, 17.9%, 13.4%, ?, -12.6, 0.1, 11.2%, -4.3%
> CCCNC(=O)C(Cc1ccccc1)NC(=O)c1ccc(C(F)(F)F)cc1 (stereo not drawn)
→ -4.4%, -5.3%, -3.7%, 1.7%, -3.8%, -17.5, 5.1, 7.1%, -3.3%
> CCCCOc1ccc(Cc2c(Cl)nc(SC)nc2N2CCOCC2)cc1
→ 20.6µM*, 3.9%, 0.7%, -4.4%, -1.4%, 37.5, -2.2, -2.9%, 15.4%
> CCCCc1ccc(S(=O)(=O)NC(=O)C2(C)CCN2C(=O)Cc2ccccc2)cc1 (stereo not drawn)
→ 3.9%, nt, 15.2%, 0.0%, 21.9%, 14.9, 3.7, 1.3%, nt
> CCc1nc2c(cnn2-c2ccc(F)cc2)c(=O)n1-c1ccc(N2CCC(C)CC2)cc1
→ -8.4%, -2.9%, 4.0%, -15.2%, 4.6%, 9.4, 3.8, -7.9%, 2.5%
> CCc1sc(NC(=O)CN2CCOCC2)nc1-c1ccccc1
→ ?, -4.7%, 12.5%, 9.8%, 1.9%, -13.0, 9.6, 2.9%, -4.0%
> O=C(O)c1ccc(CSCc2ccccc2)o1
→ 7.3%, nt, ?, ?, -29.7%, 1.0, 3.6, -5.0%, nt
> C=CCn1c(CNC(=O)c2ccccc2F)nnc1SCc1nc2ccccc2c(=O)[nH]1
→ 7.7%, 0.2%, -1.5%, -5.3%, 0.5%, -8.4, 1.2, -0.7%, -37.8%[inhibitor]
> c1ccc(-c2ccc3c(c2)c2c4n3CCN=C4CCC2)cc1
→ 10.3µM*, ?, ?, ?, ?, ?, -6.9, 40.5%[activator], 8.2µM*
> O=C(COc1cccc(F)c1)N[C@@H](Cc1ccccc1)c1nc2ccccc2[nH]1
→ -7.2%, 20.6%, -14.1%, -4.1%, -5.0%, -19.3, 2.2, -19.0%, -5.8%
> COc1cccc(C(=O)NNS(=O)(=O)c2ccc(C)cc2)c1
→ ?, 0.6%, 3.7%, 0.0%, -0.3%, 6.3, -2.5, -11.5%, 18.2%
> O=C(c1ccc(Cn2c(=S)[nH]c3ccccc3c2=O)cc1)N1CCN(c2ccccn2)CC1
→ ?, ?, -19.7%, -26.5%, ?, ?, -17.5, -1.1%, ?
> CCCCCn1c(NCc2ccccc2OC)nc2ccccc21
→ ?, nt, nt, -21.8%, nt, nt, -12.3, ?, nt
> Cc1ccc(C(=O)c2cn(Cc3cccc(Cl)c3)c3nc(C)ccc3c2=O)cc1
→ ?, nt, nt, 0.4%, nt, nt, 2.3, -4.8%, nt
> CCCCc1nnc(NC(=O)C2CC(=O)N(c3ccc(C)cc3)C2)s1 (stereo not drawn)
→ ?, -4.2%[1.84 µM], 16.9%, 4.6%, 16.0%, 37.7, 12.3, -2.6%, -11.3%
> Cc1cccc(NCc2nc(SCC(=O)Nc3ccccc3Br)n[nH]2)c1
→ 3.6%, 5.1%, 0.5%, -1.0%, 4.0%, 20.5, 6.9, 3.7%, 0.7%
> CCCCc1nc(Cl)c(C#N)c2c1CCCC2
→ 18.9%, -9.2%, 0.1%, 1.1%, 1.7%, 6.1, -3.6, 15.9%, 8.2%
> COc1ccc(N2CCN(CC(=O)Nc3c(C)cccc3C)CC2)cc1
→ -12.2%, nt, 4.1%, -3.7%, 0.8%, 7.2, 0.1, 7.9%, nt
> O=C(COC(=O)c1cc([N+](=O)[O-])ccc1NCCO)Nc1cccc(S(=O)(=O)N2CCCC2)c1
→ ?, -77.5%[inhibitor], 0.8%, -14.3%, -5.4%, -4.6, 2.9, -24.2%, 6.6%
> Cc1oc(-c2ccc(Cl)cc2)nc1CS(=O)CC(=O)NCc1ccccn1 (stereo not drawn)
→ ?, -10.7%, -3.4%, -0.5%, 2.8%, 27.5, -7.3, -14.7%, 0.1%
> c1ccc2c(c1)NC1(CCCCCC1)n1c-2nc2ccccc21
→ 0.0%, -6.3%, -9.1%, -0.7%, 0.0%, -20.3, -11.5, 5.2%, 0.8%
> O=C(NC1CCCC1)C1C2C=CC3(CN(Cc4cccs4)C(=O)C13)O2 (stereo not drawn)
→ ?, -13.4%, 1.3%, 24.5%, 4.3%, 10.3, 0.9, 6.6%, 0.2%
> Cc1ccc(Cl)cc1N1CCN(CCCNC(=O)Cn2ncc3c([nH]c4ccccc43)c2=O)CC1
→ 6.2%, nt, nt, 7.1%, nt, nt, -19.2, 6.4%, nt
> COc1ccc(C(=O)Nc2ccccc2C(=O)Nc2ccccc2C(=O)O)cc1
→ -27.1%, 2.0%[1.84 µM], -21.5%, ?, -18.3%, 30.8, -10.2, -36.3%, ?
> Oc1ccc(Nc2nc(-c3cccs3)cs2)cc1
→ 3.3%, 0.4%, 1.7%, -0.2%, 2.7%, -2.8, 2.0, 1.7%, ?

Individual results from the entries so far.
`C=CCn1c(CNC(=O)c2ccccc2F)nnc1SCc1nc2ccccc2c(=O)[nH]1` | SW480 rereplic = 0.2%
`COc1cccc(C(=O)NNS(=O)(=O)c2ccc(C)cc2)c1` | HT1080NT lethal = -0.3%
`CCCCCn1c(NCc2ccccc2OC)nc2ccccc21` | DRD3 agonist = -12.3

Back to the main list with the 2 entries that preceded the break.
SMILES	KB-V1 MDR tox	SW480 rereplic	HT1080 IDH1KD tx	KB-3-1 cytotox	HT1080NT lethal	IL-1B inflam inh	DRD3 agonist	HEK293 tox	MCF10A rereplic
COc1ccc(C(=O)Nc2ccccc2C(=O)Nc2ccccc2C(=O)O)cc1	-27.1%	2.0%[1.84 µM]	-21.5%	?	-18.3%	30.8	-10.2	-36.3%	?
Oc1ccc(Nc2nc(-c3cccs3)cs2)cc1	3.3%	0.4%	1.7%	-0.2%	2.7%	-2.8	2.0	1.7%	?
OCCN(Cc1ccccc1)Cc1ccc(Cl)cc1Cl	22.3%	-1.2%	-29.1%	-6.6%	-14.2%	14.1	-17.4	0.4%	0.0%
Cc1ccc(-c2nc(CCN3C(=O)c4ccccc4C3=O)cs2)cc1	13µM*	3.4%	10µM*	-28.3%	?	-4.3	1.0	-2.6%	?
CC(C)CNS(=O)(=O)c1ccc(S(=O)(=O)NC2CCOC(C)(C)C2)cc1 (stereo not drawn)	-23.5%	2.1%	10.8%	-6.2%	6.9%	54.6	13.7	1.4%	-0.7%
Cc1cc(C)c(NC(=O)c2nc3ccccc3nc2N2CCCCC2)c(C)c1	-15.0%	nt	nt	12.3%	nt	nt	5.5	0.0%	nt
NC(=O)c1nn(-c2ccccc2)nc1NC(=O)Cn1nnc(-c2ccccc2)n1	8.4%	nt	-14.4%	0.0%	?	12.4	7.4	-13.7%	-1.7%
COC(=O)CCC(=O)NNC(=O)c1cccc(Br)c1	-9.3%	-3.2%	4.3%	4.3%	18.3%	-9.5	1.2	12.4%	1.7%
COc1ccc(C2NCCn3cccc32)cc1 (stereo not drawn)	5.3%	0.5%	7.2%	11.5%	-15.0%	-25.9	-5.2	-6.5%	9.0%
CCn1cc(CN2CCN(Cc3ccc(OC)c(C)c3C)C(CCO)C2)c(C)n1 (stereo not drawn)	0.0%	-19.8%	0.9%	10.0%	-3.1%	24.3	-5.3	-0.4%	?
O=C(CCn1cncn1)N1CCN(S(=O)(=O)c2ccc(Cl)cc2)CC1	-12.6%	-6.8%	9.7%	0.9%	1.0%	-16.8	-1.0	-0.7%	1.5%
Cc1ccc(-n2[nH]c(C)c(/C=N/N3C(=O)c4cccc5cccc(c45)C3=O)c2=O)cc1	?	16.4µM*	?	?	?	39.1	-6.3	?	12.0%
Cc1cccc(C)c1NC(=O)C1(C)CCC(=O)N1c1cc(C(C)(C)C)nn1C (stereo not drawn)	0.0%	nt	13.2%	0.1%	?	-2.2	0.1	1.5%	nt
Cc1ccccc1C(=O)Nc1nnc(-c2ccc(F)cc2)o1	-10.2%	8.4%	?	?	?	68.7	-16.9	?	10.1%
O=C1C=CC(c2c[nH]c3ccccc23)CC1 (stereo not drawn)	-25.9%	nt	?	?	?	-108.4*	0.4	-3.0%	nt
CC1OC(C2CCCCC2)Cc2[nH]c(=S)[nH]c(=O)c21 (stereo not drawn)	?	nt	0.1%	-24.9%	-1.5%	70.0	0.1	3.6%	nt
CCc1nc2ccccc2n1CCC(C)C	-7.1%	-6.9%	-0.9%	-5.5%	-4.6%	27.1	2.2	-14.1%	?
